High-throughput results (PubChem BioAssay)
VLA-4 inh: inhibition in a human VLA-4 binding assay | P13612 | VLA-4 expressing cells, ligand binding flow cytometry | inhibition, % (about 7 µM as worked out from the volumes in the protocol) | actives 0.2% (n = 330,000) | AID 2557; in the data active means inhibition above about 50%
MEX-5 binding: C. elegans MEX-5 TCR-2 RNA binding activity. activity score (negative = inhibition of binding), % at 10 µM. Q9XUB2. MEX-5/FITC-TCR2 RNA binding, fluorescence polarization; stronger effect = lower value. actives 0.38% (n = 300,000);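 active means inhibition past about -25% in most replicates, and total fluorescence under double the plate's negative control median, limit read from the data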;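 further: 0% = DMSO and -100% = 5 µM competing unlabeled TCR2 RNA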
GRK2 aptamer HTS: inhibitors of human GRK2 displacing RNA aptamer. bead flow cytometry, FAM-aptamer displacement from GRK2. inhibition of aptamer binding, % at 10 µM. actives 0.59% (n = 330,000);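 active means inhibition of aptamer binding above 40%, roughly 3 SD of noise, on plates passing a quality check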;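 further: median bead fluorescence of bound FAM aptamer so fluorescent compounds give negative values; no value below 0 was filed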
Target sequence (P25098 whole entry, looked up): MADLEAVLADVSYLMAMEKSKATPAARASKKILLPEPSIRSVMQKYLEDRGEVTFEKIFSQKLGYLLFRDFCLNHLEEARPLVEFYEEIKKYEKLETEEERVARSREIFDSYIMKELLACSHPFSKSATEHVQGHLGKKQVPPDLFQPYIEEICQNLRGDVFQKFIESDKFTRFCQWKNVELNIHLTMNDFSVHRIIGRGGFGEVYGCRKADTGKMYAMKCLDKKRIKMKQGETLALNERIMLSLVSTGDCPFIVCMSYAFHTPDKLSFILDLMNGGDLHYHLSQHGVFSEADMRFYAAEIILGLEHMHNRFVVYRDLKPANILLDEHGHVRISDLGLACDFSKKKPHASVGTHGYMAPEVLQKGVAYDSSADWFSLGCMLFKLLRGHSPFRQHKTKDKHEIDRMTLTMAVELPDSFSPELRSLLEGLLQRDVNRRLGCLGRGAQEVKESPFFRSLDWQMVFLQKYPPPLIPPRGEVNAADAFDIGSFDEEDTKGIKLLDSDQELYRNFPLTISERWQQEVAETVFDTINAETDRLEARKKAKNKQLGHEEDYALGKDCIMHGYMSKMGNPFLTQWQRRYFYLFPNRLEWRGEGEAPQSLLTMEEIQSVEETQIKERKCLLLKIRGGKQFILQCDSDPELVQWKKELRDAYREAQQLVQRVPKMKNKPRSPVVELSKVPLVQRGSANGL
Efflux pump inh: blocks antifungal efflux pumps in multiplex yeast assay; actives 0.44% (n = 330,000); S. cerevisiae Candida pump triplex, Nile Red efflux; inhibition, % at 10 µM; AID 485275;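 active means plate passing quality check with inhibition over a set limit, or well fluorescence over plate mean plus 4 SD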;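 further: Nile Red retained in pooled yeast measured as flow cytometry median fluorescence; 0% = buffer negative control and 100% = Enniatin B positive control; higher means more Nile Red kept so more efflux inhibition; some compounds called inactive have numbers as strong as hits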
PME-1 inh: blocks human protein phosphatase methylesterase 1; Q9Y570; recombinant PME-1, FP-Rh probe fluorescence polarization; inhibition, % at 5.9 µM; actives 0.53% (n = 320,000); AID 2130;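 active means inhibition above the campaign mean of all compounds plus 3 SD, cut at about 26% in these data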;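 further: competitive labeling of PME-1 active site by serine hydrolase directed probe; 0% = PME-1 with DMSO and 100% = wells lacking PME-1 enzyme; inhibitors block probe labeling so polarization falls and inhibition rises; many of its hits are not listed in these tables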
GLD-1 TGE inh: GLD-1-TGE RNA interaction inhibition (C. elegans) | Q17339 | purified GLD-1 + fluorescein TGE RNA, fluorescence polarization | inhibition, % at 5.96 µM | actives 0.44% (n = 320,000);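 active means percent inhibition above a per-plate cutoff, the plate mean of test compounds plus 3 SD, cut at about 30% in these data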;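 further: 0% = DMSO wells with GLD-1 and probe and 100% = wells lacking GLD-1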
BCLXL inh: blocks human Bcl-xL binding to Bim BH3 peptide. AID 2129. actives 0.7% (n = 320,000). inhibition, % at 10.9 µM. GST-Bcl-xL / FITC-Bim BH3 peptide fluorescence polarization;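 active means inhibition above the mean of all tested compounds plus 3 SD, cutoff set per campaign, cut at about 30% in these data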;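 further: 0% = DMSO wells and 100% = unlabeled Bim-BH3 peptide competitor; inhibitors lower millipolarization by displacing the labeled peptide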
Target sequence (Q07817 whole entry, looked up): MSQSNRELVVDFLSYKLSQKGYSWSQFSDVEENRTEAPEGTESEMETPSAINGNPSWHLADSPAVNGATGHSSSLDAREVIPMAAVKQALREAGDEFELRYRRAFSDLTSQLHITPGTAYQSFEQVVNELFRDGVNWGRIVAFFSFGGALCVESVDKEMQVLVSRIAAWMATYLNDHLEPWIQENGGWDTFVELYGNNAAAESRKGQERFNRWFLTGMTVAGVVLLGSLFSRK
MCL1-BIM inh: MCL1-BIM-BH3 interaction inhibition (human); GST-MCL1 / FITC-Bim-BH3 fluorescence polarization; Q07820; inhibition, % at 10.9 µM; actives 0.68% (n = 320,000);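 active means inhibition above the mean inhibition of all tested compounds plus 3 SD, set per campaign, cut at about 40% in these data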;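 further: 0% = DMSO wells and 100% = unlabeled Bim-BH3 peptide control; higher means more loss of mP so more displacement of Bim peptide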
Fam108B inh: blocks mouse Fam108B hydrolase in RBBP9 counter-screen; recombinant Fam108B, FP-Rh probe fluorescence polarization; inhibition, % at 9.51 µM; actives 0.33% (n = 300,000);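 active means inhibition above the screen mean inhibition plus 3 SD, computed separately per campaign, cut at about 18% in these data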;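 further: inhibitors lower polarization as less probe binds the enzyme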
* = called active by the depositor; . = no result given. A portion of the library. The share of hits here may be higher or lower than overall.

SMILES	VLA-4 inh	MEX-5 binding	GRK2 aptamer HTS	Efflux pump inh	PME-1 inh	GLD-1 TGE inh	BCLXL inh	MCL1-BIM inh	Fam108B inh
CON1C(=O)C(=O)N(OC)C(C)(C)C1(C)C	-20	-1.3	0	0.1	0	-6	1	-3	1
CN(Cc1ccncn1)C(=O)C1CCC(=O)N(Cc2cccc(C(F)(F)F)c2)C1 (stereo not given)	2	1.9	3	-0.1	7	8	1	1	1
COc1ccc([C@H]2CC(=O)C=C(c3ccc(Br)c4ccccc34)C2)cc1	2	.	0	0.1	.	1	.	.	.
CC1CN(S(=O)(=O)c2ccc(NC(=O)c3ccco3)cc2)CC(C)O1 (stereo not given)	1	-0.8	1	-0.2	-8	2	0	0	-3
Cc1ccc(S(=O)(=O)N(CC(=O)N2CCOCC2)CC(=O)N2CCOCC2)cc1	26	-3.3	2	0.0	1	3	3	6	1
COc1ccccc1C(=O)NCC(=O)OCc1csc(-c2ccccc2)n1	18	2.0	0	0.2	-1	4	-4	-17	-8
O=C(/C=C/c1ccco1)Nc1nc(-c2ccccc2)cs1	-1	-0.1	0	-1.8	-16	-7	-4	-9	-9
CC(=O)c1c(C)[nH]c(C(=O)Nc2ccccn2)c1C	-1	3.1	5	0.3	2	-6	5	3	1
CCN(CC)C(=O)NC(c1ccc(C)c(F)c1)C(Cl)(Cl)Cl (stereo not given)	-5	1.6	0	0.1	5	2	-4	-2	-5
CCCN(CC1CC1)C(=O)COC(=O)c1ccc2c(c1)C(=O)N(c1ccc(OCC)cc1)C2=O	4	1.0	6	0.1	0	-6	2	-4	-21
Fc1cccc(Nc2nc(-c3ccncc3)nc3ccccc23)c1	29	4.1	0	-0.1	-1	-5	-10	-2	-15
N#Cc1ccccc1NC(=O)CSc1ccc([N+](=O)[O-])cn1	1	2.0	0	-0.1	7	-4	2	8	2
Cc1cc(N/N=C(/CCC(=O)O)C(=O)O)nc2ccccc12	10	0.0	1	0.2	4	-3	1	5	-3
CC(C)CCOP(=O)(c1ccccc1)c1ccccc1	7	-1.2	1	0.0	3	-25	2	-2	0
COCCCn1c(=O)c2ccccc2n(CC(=O)N2CCCc3ccccc32)c1=O	3	4.5	0	0.4	1	-9	-3	-7	0

The closing 3 compounds of the section above lead into the next:
SMILES	VLA-4 inh	MEX-5 binding	GRK2 aptamer HTS	Efflux pump inh	PME-1 inh	GLD-1 TGE inh	BCLXL inh	MCL1-BIM inh	Fam108B inh
Cc1cc(N/N=C(/CCC(=O)O)C(=O)O)nc2ccccc12	10	0.0	1	0.2	4	-3	1	5	-3
CC(C)CCOP(=O)(c1ccccc1)c1ccccc1	7	-1.2	1	0.0	3	-25	2	-2	0
COCCCn1c(=O)c2ccccc2n(CC(=O)N2CCCc3ccccc32)c1=O	3	4.5	0	0.4	1	-9	-3	-7	0
Cn1c(N)c(S(=O)(=O)NCc2ccc(F)cc2)c(=O)n(C)c1=O	-4	0.6	0	-0.1	2	4	2	6	3
O=C(NCC1CCCO1)Nc1cc(Cl)cc(Cl)c1 (stereo not given)	13	-1.9	1	0.0	-8	8	-1	-7	2
Brc1ccc(-c2ncc3ccccn23)cc1	0	-0.8	1	0.0	0	2	5	1	1
CCN(CCCNC(=O)c1ccc2c(c1)NC(=O)CN2C)c1cccc(C)c1	-7	-0.3	5	-0.1	8	4	2	0	2
Cn1nc(C(=O)Nc2ccc3c(c2)OCO3)c2ccccc2c1=O	1	0.6	2	-0.1	-5	-2	3	9	-1
COCCn1c(C)cc(C(=O)COc2nc3ccccc3nc2C)c1C	4	2.5	3	-0.1	4	-5	5	-2	6
CCN(CC)S(=O)(=O)c1ccc2c(c1)nc(SCC(=O)N(C)C1CCS(=O)(=O)C1)n2CC (stereo not given)	14	-1.4	1	-0.1	2	-2	-17	-17	1
CS(=O)(=O)Nc1ccccc1N=C(c1ccccc1)c1ccccc1	3	-3.7	0	0.2	-8	7	2	-1	-2
COc1ccc(Oc2nc(-c3ccccc3)ncc2C(=O)O)cc1	-6	-0.7	0	-0.2	2	2	7	-1	-2
Fc1cccc(CN(C2=NCCN2)c2c(Cl)cccc2Cl)c1	3	.	0	-0.1	2	4	6	0	-2
COC(=O)c1ccccc1NC(=O)CCCn1nc([N+](=O)[O-])cc1C	14	-0.7	2	0.0	3	3	5	6	-3
CC(C)Oc1ccc(CNC(=O)CCC(=O)N2CCSc3ccccc32)cc1	28	0.1	0	0.0	-3	-2	-5	-8	-2
Cc1ccc2nc(-c3ccc(NC(=O)C(C)N4C(=O)c5ccccc5C4=O)cc3)sc2c1 (stereo not given)	-1	-1.4	7	-17	-21	3	-2	0	-20
CCOC(=O)c1c(NC(=O)c2ccccc2C)sc2c1CC(C)(C)OC2	-28	-2.4	0	0.0	-2	8	1	2	-4
Cc1cc(C)n(CC(=O)c2cccc(N)c2)n1	12	0.8	1	-0.2	1	10	0	0	1

Whole records, looked up by structure. Screens in order: VLA-4 inh	MEX-5 binding	GRK2 aptamer HTS	Efflux pump inh	PME-1 inh	GLD-1 TGE inh	BCLXL inh	MCL1-BIM inh	Fam108B inh
Listed for Cn1nc(C(=O)Nc2ccc3c(c2)OCO3)c2ccccc2c1=O = 1	0.6	2	-0.1	-5	-2	3	9	-1
Listed for COCCCn1c(=O)c2ccccc2n(CC(=O)N2CCCc3ccccc32)c1=O = 3	4.5	0	0.4	1	-9	-3	-7	0
Listed for O=C(NCC1CCCO1)Nc1cc(Cl)cc(Cl)c1 (stereo not given) = 13	-1.9	1	0.0	-8	8	-1	-7	2
Listed for Fc1cccc(CN(C2=NCCN2)c2c(Cl)cccc2Cl)c1 = 3	.	0	-0.1	2	4	6	0	-2
Listed for CCN(CCCNC(=O)c1ccc2c(c1)NC(=O)CN2C)c1cccc(C)c1 = -7	-0.3	5	-0.1	8	4	2	0	2

More records follow.
SMILES	VLA-4 inh	MEX-5 binding	GRK2 aptamer HTS	Efflux pump inh	PME-1 inh	GLD-1 TGE inh	BCLXL inh	MCL1-BIM inh	Fam108B inh
COCCCNC(=O)C(F)(F)C(F)(F)C(=O)NCCCOC	3	-0.8	2	0.0	3	10	6	9	2
CCOC(=O)CNC(=O)C1c2cc(OC)c(OC)cc2C(=O)N(C)C1c1ccccc1F (stereo not given)	9	.	0	0.2	-1	10	0	1	-4
O=C(Nn1c(SCc2ccccc2F)nc2ccsc2c1=O)c1ccccc1	5	-0.9	0	0.6	-11	3	5	5	-3
COC(=O)c1ccc(COc2ncnc3ccccc23)o1	42	-1.4	3	0.1	-2	1	1	-2	7
COc1ccc(C2=NOC(C(=O)NCc3ccccc3)C2)cc1 (stereo not given)	11	-3.3	0	0.0	0	7	2	5	-1
CCOC(=O)c1sc(NC(=O)c2ccc(OC(C)=O)cc2)nc1C	-1	.	6	0.0	-1	5	0	-1	3
CCOC(=O)/C(C#N)=C\c1cccnc1	23	-1.9	3	-0.2	-3	-1	3	1	-1
CCC(=O)c1cn(CC(=O)NCc2cccnc2)c2ccccc12	10	-1.4	2	-0.1	1	6	1	4	6
CCCCNC(=O)/C=C/c1ccc(OC)c(Br)c1	15	-1.9	1	-0.2	-10	-1	4	5	1
COC(=O)c1ccc(C(=O)OC)c(NC(=S)N2CCC(N3CCCCC3)CC2)c1	-5	-2.1	0	0.3	1	-1	-3	1	-2
Cc1nc(C(=O)N2CCCC(C(=O)c3ccc(Cl)cc3)C2)cs1 (stereo not given)	23	3.1	5	0.1	1	-6	3	4	5
COc1cccc(NC(=O)CSc2nnc(C3CCCCC3)n2N)c1	-4	.	0	-0.1	.	2	.	.	.
OCCC1CN(Cc2ccc(F)cc2Cl)CCN1CCc1ccccc1 (stereo not given)	0	2.9	0	0.0	-2	4	4	9	0
CCCCn1c(N)c(N(CC(C)C)C(=O)c2cnccn2)c(=O)[nH]c1=O	6	-3.7	2	-0.1	-1	8	2	-1	-1
C=CCN=C(NC#N)SCC(=O)NCc1ccccc1	2	1.6	1	-0.2	-5	-11	-4	1	-2
CO/N=C\Cc1oc(=O)c(NC(=O)c2ccccc2)cc1C(=O)OC	-2	0.4	0	0.1	2	37*	36*	34	-5
C=CCn1c(COc2ccc(Cl)cc2)nnc1SCc1ccc(C#N)cc1	16	4.3	0	0.5	5	-1	-14	-14	-3
O=C(CSc1nnc(NC(=O)C2CC2)s1)Nc1ccc(F)cc1	8	0.5	1	-0.1	4	-4	3	-4	-3
CCCn1c(NC(=O)c2cccc(S(=O)(=O)N3CCCC3)c2)nc2ccccc21	16	-1.0	0	0.0	-4	5	3	6	-8
CN(C)S(=O)(=O)N1CCC(Oc2ccc(C(=O)NCCc3cscn3)cc2)CC1	9	-1.0	21	0.0	8	3	1	-2	0
COc1ccc(C2C(C(N)=O)=C(C)Nc3nc(-c4cccc(Cl)c4)nn32)cc1OC (stereo not given)	31	2.0	0	-0.1	-3	0	4	0	-2
Cc1ccc(S(=O)(=O)N2CCCCCC2)cc1C(=O)Nc1cccnc1	5	-6.6	2	-0.1	-3	1	0	1	0
C/C(=N\NC(=O)c1ccn(C)n1)c1cccc(NC(=O)c2ccncc2)c1	13	-0.5	1	0.5	-3	2	6	8	3
Cc1ccc(N2C(=O)N(CC(=O)Nc3ccc(C)cc3Cl)C(=O)C2C)cc1 (stereo not given)	1	-1.8	0	0.0	-1	-2	-3	-22	1
Cc1occc1C(=O)NNC(=O)C1CCCC1	-1	-0.7	2	0.5	-1	-5	-3	-1	3
CCC(=O)c1ccc(OCC(=O)OCC(=O)N2CCCc3ccccc32)cc1	3	-2.8	0	-0.1	-7	9	1	-5	0
Cc1cc(C)c(NC(=O)CN2CCOCCOCCOCCOCC2)c(C)c1	-14	0.5	0	-0.1	-9	6	4	1	1
COc1cc(OC)cc(C(=O)Nc2ccc(C(=O)NCC3CCCO3)cc2)c1 (stereo not given)	4	3.5	0	0.0	0	9	2	-4	-3
Cc1csc(NC(=O)c2ccc(N3CCCC3=O)cc2)n1	17	-0.1	0	0.1	-4	1	3	4	-3
Cn1c(SCC(N)=O)nnc1-c1ccc(S(=O)(=O)N2CCCC2)cc1	5	0.7	0	0.0	1	-5	-2	-8	3
CC1CCN(C(=O)N[C@@H](Cc2ccccc2)C(=O)O)CC1	6	-1.2	0	0.1	1	-5	5	8	-1

Copied from the entries so far (5 entries):
SMILES	VLA-4 inh	MEX-5 binding	GRK2 aptamer HTS	Efflux pump inh	PME-1 inh	GLD-1 TGE inh	BCLXL inh	MCL1-BIM inh	Fam108B inh
CO/N=C\Cc1oc(=O)c(NC(=O)c2ccccc2)cc1C(=O)OC	-2	0.4	0	0.1	2	37*	36*	34	-5
C=CCn1c(COc2ccc(Cl)cc2)nnc1SCc1ccc(C#N)cc1	16	4.3	0	0.5	5	-1	-14	-14	-3
O=C(CSc1nnc(NC(=O)C2CC2)s1)Nc1ccc(F)cc1	8	0.5	1	-0.1	4	-4	3	-4	-3
CCCn1c(NC(=O)c2cccc(S(=O)(=O)N3CCCC3)c2)nc2ccccc21	16	-1.0	0	0.0	-4	5	3	6	-8
CN(C)S(=O)(=O)N1CCC(Oc2ccc(C(=O)NCCc3cscn3)cc2)CC1	9	-1.0	21	0.0	8	3	1	-2	0
